Screening results deposited in PubChem BioAssay by The Scripps Research Institute Molecular Screening Center.
TDP2 inh: TDP2 (human) inhibition, absorbance primary screen. 370,000 tested, 0.34% active. inhibition, % at 12.8 µM. recombinant TDP2, T5PNP hydrolysis, p-nitrophenol absorbance 415 nm. AID 720702;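 active means inhibition above the mean of all tested compounds plus 3 SD, set per campaign, cut at about 25% in these data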;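 further: 0% = DMSO with enzyme and 100% = buffer with substrate but no TDP2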
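System: recombinant human TDP2 / Amount: 120 nM TDP2 per well / Also added: 5 mM T5PNP chromogenic substrate / Doses: 12.8 µM single point, 1% DMSO / Incubation: 2 h at 37 °C / Detection: p-Nitrophenol epi absorbance / Evaluation: % inhibition relative to enzyme-containing and enzyme-free wells / Repeats: singlicate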
ARFGAP1 inh: rat ARFGAP1 inhibition. Q62848. Arfgap1-stimulated ARF1 GTP hydrolysis, GDP FP detection. inhibition, % at 16.5 µM. 360,000 tested, 0.26% active;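 active means inhibition above a per-plate limit, mean inhibition of low control wells plus 3 SD, cut at about 25% in these data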;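 further: 0% = DMSO wells with enzyme and 100% = wells lacking Arfgap1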
Target sequence (Q62848 1-136 limits assumed): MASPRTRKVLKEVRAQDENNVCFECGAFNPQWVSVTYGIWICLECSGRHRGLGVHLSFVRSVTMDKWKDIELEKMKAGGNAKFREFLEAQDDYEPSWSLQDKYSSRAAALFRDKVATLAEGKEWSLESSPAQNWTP
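Repeats: one replicate per compound; assay system: rat Arfgap1 catalytic domain, aa 1-136; times: enzyme reaction 120 min at 25 °C after 20 min preincubation; detection: FP of antibody-bound GDP Alexa 633 tracer, ex 620/em 688 nm; benchmarks: high control wells lacking Arfgap1, low control full reaction with DMSO; reagent: human ARF1(Δ1-17)-GTP substrate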
DDE Tn7 FP inh: DD(E)-Tn7 binding inhibition, primary FP screen. inhibition, % at 8.3 µM. FP displacement of FITC-Tn7 peptide from fibrin DD(E); 0% = median of compound wells per plate. P02675. 370,000 tested, 0.13% active;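 active means inhibition above the mean of compounds falling within the control limits plus 3 SD of them, cut at about 14% in these data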;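 further: 0% = plate median of compound wells and 100% = 10 µM Aha-Tn7 peptide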
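Assay system: Human clot-derived fibrin DD(E) complex | Buffer or medium: Tris/NaCl/CaCl2 buffer, pH 7.8 | Repeats: One replicate per compound | Benchmarks: Aha-Tn7 high control | Measure: % inhibition scaled between sample-field median and high-control FP | Schedule: 10 min plus 3 h, room temperature | Signal: Fluorescence polarization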
Tn6 DDE FP: inhibitors of Tn6 peptide binding to human fibrin DD(E); Fibrin DD(E) TRITC-Tn6 fluorescence polarization displacement; inhibition, % at 8.3 µM; 370,000 tested, 0.21% active; AID 720509;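 active means inhibition above a per-campaign cutoff: mean of compounds within control limits plus 3 SD, cut at about 15% in these data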;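 further: 0% = median of all compound wells on the plate and 100% = blocking peptide control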
ADAM10 inh: inhibits human ADAM10. 370,000 tested, 0.62% active. inhibition, % at 7 µM. recombinant ADAM10, EDANS/DABCYL FRET peptide cleavage, 3 h;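 active means inhibition above a per-campaign cutoff equal to the mean of compounds falling between control-based bounds plus 3 SD, cut at about 20% in these data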;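 further: 0% = DMSO wells while the 100% control is not disclosed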
ADAM17 inh: inhibits human ADAM17 | P78536 | recombinant ADAM17, EDANS/DABCYL FRET peptide cleavage | inhibition, % at 6.95 µM | 370,000 tested, 0.83% active;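 active means inhibition above the mean of compounds lying between control limits plus 3 SD, set per campaign, cut at about 8.5% in these data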;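 further: 0% = DMSO-only wells as the low control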
ASAP1 GAP inh: ASAP1 ArfGAP inhibition; Q9ULH1; 360,000 tested, 0.19% active; ASAP1-stimulated ARF1 GTP hydrolysis, GDP FP detection; inhibition, % at 16.5 µM; in the data active means inhibition above about 25%;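 further: 0% = vehicle with enzyme and substrate and 100% = no enzyme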
Target sequence (Q9ULH1 325-724 limits assumed): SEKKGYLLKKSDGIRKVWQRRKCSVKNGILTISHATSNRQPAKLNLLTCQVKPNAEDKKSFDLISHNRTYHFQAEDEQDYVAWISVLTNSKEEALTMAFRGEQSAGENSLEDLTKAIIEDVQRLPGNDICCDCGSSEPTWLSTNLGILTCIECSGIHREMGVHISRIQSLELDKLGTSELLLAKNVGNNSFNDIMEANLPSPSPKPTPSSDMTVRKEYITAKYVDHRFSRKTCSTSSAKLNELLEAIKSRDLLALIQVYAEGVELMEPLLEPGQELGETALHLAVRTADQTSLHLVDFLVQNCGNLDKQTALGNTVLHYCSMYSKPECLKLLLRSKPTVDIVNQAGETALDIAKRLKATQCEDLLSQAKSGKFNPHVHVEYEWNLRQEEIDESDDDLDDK
SIAE inh: human SIAE inhibition, primary screen | inhibition, % at 9.66 µM | 370,000 tested, 0.69% active | Q9HAT2 | AID 1053197 | SIAE FP-Rh probe binding, fluorescence polarization;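 active means inhibition above a cutoff: mean of compounds within the control limits plus 3 SD of those, cut at about 17% in these data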;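 further: 0% = plate median of compound wells and 100% = probe without SIAE protein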
Target sequence (Q9HAT2 whole entry, looked up): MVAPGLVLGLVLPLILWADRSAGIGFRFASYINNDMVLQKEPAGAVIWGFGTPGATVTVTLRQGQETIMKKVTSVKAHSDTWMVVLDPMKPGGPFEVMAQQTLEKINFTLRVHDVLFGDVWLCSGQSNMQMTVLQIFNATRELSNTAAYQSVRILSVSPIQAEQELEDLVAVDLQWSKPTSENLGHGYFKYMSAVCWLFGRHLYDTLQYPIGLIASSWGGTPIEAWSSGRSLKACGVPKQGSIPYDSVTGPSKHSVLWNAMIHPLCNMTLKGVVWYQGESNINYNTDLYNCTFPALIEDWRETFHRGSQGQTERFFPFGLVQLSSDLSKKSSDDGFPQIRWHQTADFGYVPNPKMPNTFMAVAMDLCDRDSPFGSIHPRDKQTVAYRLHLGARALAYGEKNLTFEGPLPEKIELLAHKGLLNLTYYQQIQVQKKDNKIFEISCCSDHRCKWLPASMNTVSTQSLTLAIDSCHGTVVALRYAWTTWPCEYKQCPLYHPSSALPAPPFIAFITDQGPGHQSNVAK
PLCg1 inh: blocks human PLC-gamma1 enzyme activity; P19174; purified PLC-gamma1, fluorogenic substrate, fluorescence; inhibition, % at 12.2 µM; 370,000 tested, 0.84% active; AID 720700; in the data active means inhibition above about 9.5%
PLC-beta3 inh: PLC-beta3 (human) inhibition, primary screen; 370,000 tested, 0.18% active; Q01970; Purified PLC-beta3, fluorogenic substrate, fluorescence; inhibition, % at 12.2 µM; AID 720704; in the data active means inhibition above about 11%;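 further: 0% = median of compound wells on plate and 100% = full blocker control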
* hit, by the source's call; i = inactive; / = no result given. This is a random part of the collection. About 3.6% of those tested had a hit in this group.

Results follow in this order: TDP2 inh	ARFGAP1 inh	DDE Tn7 FP inh	Tn6 DDE FP	ADAM10 inh	ADAM17 inh	ASAP1 GAP inh	SIAE inh	PLCg1 inh	PLC-beta3 inh
> COc1ccccc1C(=O)NC(=O)CSc1cccc[n+]1[O-]
 : -4	4	-4	-5	-4	1	-4	-7	4	-4
> COc1cc(NC(=O)c2cc(OC)c(OC)c(OC)c2)c2ncccc2c1
 : 15	-4	-2	-3	3	-1	-10	-7	-4	-11
> COc1ccc(C(C(=O)NC2CCCC2)N(Cc2cccnc2)C(=O)Cc2cccs2)cc1OC (configuration not stated)
 : -5	-11	3	4	-4	-1	-9	5	-3	-7
> CC(C)C1=CC2C3C(=O)N(c4ccccc4)C(=O)C3C1C(=O)C2(C)O (configuration not stated)
 : -3	-12	1	2	5	0	-12	21*	3	5
> COc1cc(/C=C/CN2CCC(C(=O)NC(c3ccc(F)cc3)c3ccc4ccccc4n3)CC2)ccc1OC(C)=O (configuration not stated)
 : -6	-5	2	-3	-12	1	-7	0	0	3
> CC1=CC(c2ccccc2)n2nc(NC(=O)CCC(=O)O)nc2N1 (configuration not stated)
 : -2	5	-4	-5	i	-331	-4	1	-346	-446
> Cc1ccc(S(=O)(=O)N(C)C)cc1NC(=S)Nc1ccc2cn[nH]c2c1
 : 2	12	-4	-5	-18	-10	-5	3	1	-7
> CCN(CC)Cc1c(C(=O)N/N=C/c2cccc(OCc3cccc(Cl)c3)c2)nnn1-c1nonc1N
 : -5	4	1	2	0	-1	-19	0	3	4
> CN1CCC(OC(=O)c2cccc(Br)c2)CC1
 : 7	2	-6	-6	-5	1	-13	2	4	2
> Cc1cccn2c(=O)c(C=O)c(N3CC(C)OC(C)C3)nc12 (configuration not stated)
 : -6	4	-1	0	-5	-3	6	-5	-3	-9
> COc1ccc(Nc2nc(-c3ccncc3)nc3ccccc23)cc1
 : -4	-7	2	-1	-1	-2	-4	-13	-11	-21
> Cc1ccccc1NC(=O)c1cccc(N2C(=O)C3C4CCC(C4)C3C2=O)c1 (configuration not stated)
 : -1	16	6	2	4	-3	-1	1	0	-1
> O=C(NCC1CCCN1S(=O)(=O)c1cccs1)C(=O)Nc1ccc(F)cc1 (configuration not stated)
 : 5	1	-7	-4	-10	-1	10	-2	0	-3
> Cc1ccc(/C=C/C(=O)Nc2cc(S(N)(=O)=O)ccc2O)cc1
 : -3	-6	-6	-1	5	3	-10	-3	2	-4
> COc1ccc([C@H]2/C=C\CN(S(=O)(=O)c3ccc(C)cc3)[C@@H](C)C(=O)N2Cc2ccc(F)cc2)cc1
 : -6	-5	-9	-5	5	0	9	3	2	0
> N#C/C(=C\c1ccc(OCc2ccc(F)cc2)cc1)C(=O)Nc1cccc(C(=O)O)c1
 : -16	-4	-3	0	15	2	6	-12	10*	8
> COc1ccc(F)c(CN2CCC(n3nccc3NC(=O)C3CCOC3)CC2)c1 (configuration not stated)
 : -14	-9	-3	10	-14	-3	6	2	0	-6
> CCn1c(SCC(=O)NC2CCCc3ccccc32)nnc1-c1cccs1 (configuration not stated)
 : -9	8	1	-2	-3	0	6	-3	0	-5
> CCc1cccc(CC)c1NC(=S)NCCc1ccc(O)c(O)c1
 : 3	14	-2	-4	-1	-3	4	4	-1	-4
> O=C(OCc1ccc(CSc2nnc(-c3cccc4ccccc34)o2)cc1)c1ccc(F)cc1
 : -12	/	-1	3	1	0	/	3	4	-5
> COc1cccc2c1OC[C@@H](CO)[C@H]2N(C)C(=O)Nc1ccc(Cl)cc1
 : 2	6	4	-9	-3	-3	0	-2	0	-2
> COc1ccc(C)cc1NC(=O)CN1CCN(S(=O)(=O)c2ccc(F)cc2)CC1
 : 6	-4	4	-12	6	-3	9	-1	2	-2
> CC(C)NC(=O)C1(C)CCCN1C(=O)c1ccc2c(c1)C(C)(C)CCC2(C)C (configuration not stated)
 : 3	-6	4	13	-8	-2	-2	7	1	3
> CN(C)CCCOC(=O)CCc1ccccc1
 : 0	-4	9	-1	-8	-1	8	-4	5	-2
> NNC(=O)CN1C(c2cccc(Cl)c2)=Nc2ccc(Br)cc2C1c1ccccc1 (configuration not stated)
 : 7	9	5	-7	3	0	3	-24	-30	-48
> O=C(CN(c1ccccc1)S(=O)(=O)c1ccccc1)Nc1ccc(F)cc1
 : 4	-4	6	4	0	-2	10	-7	2	-5
> O=C(c1cc(Cl)nc2ccccc12)N(Cc1nnc(-c2ccc(Cl)cc2)o1)C1CC1
 : -8	-7	-1	-4	-2	-6	13	-2	-1	-2
> Cc1nc(-c2ccc3c(c2)OCCCO3)cs1
 : 1	-2	-3	3	-2	-2	0	-2	-1	-5
> CCC(CO)NCc1ccc(Br)cc1 (configuration not stated)
 : 1	-4	1	-4	-5	1	3	-4	-1	3
> Cc1cc(C)cc(OCC(=O)N/N=C/c2ccncc2)c1
 : -6	2	-7	-5	-1	-1	6	-7	-2	1
> CC(=O)Nc1sc(NC(=O)c2ccc([N+](=O)[O-])cc2)nc1-c1cccs1
 : -3	1	9	6	-1	-3	-6	2	1	-5
> O=C(CSc1ncnc2c1oc1ccccc12)N1CCCc2ccccc21
 : -2	5	8	1	3	-4	-13	-6	-1	-3
> Cn1c(SCC(=O)c2ccc3c(c2)NC(=O)CO3)nc2ccccc21
 : -2	-2	4	-10	4	-2	23	-15	2	-10
> Cc1ccc(N2C(=O)CC(NNC(=O)Cc3ccc(F)cc3)C2=O)cc1Cl (configuration not stated)
 : -10	10	0	-2	0	-3	11	1	1	-12
> CC(C)N=c1scc(-c2ccco2)n1/N=C/c1ccc(O)c(O)c1
 : -9	7	-1	2	-1	5	11	-6	-20	-25
> CSc1ccc(C2C(C#N)=C(N)Oc3c2ccc(=O)c2c(C)oc(C)c32)cc1 (configuration not stated)
 : -3	-3	-3	-3	-2	-4	2	6	-45	-53
> CNC(=O)/C(C#N)=C/c1c(N2CCN(C)CC2)nc2c(C)cccn2c1=O
 : -4	6	-1	3	-141	-48	4	0	-26	-50
> O=S1(=O)C=CCN1Cc1cn(Cc2ccc(Cl)cc2)nn1
 : 5	/	-2	-3	-1	-1	/	-1	-3	2
> Cc1ccccc1C(=O)NNC(=O)C1CCCN(c2ncccn2)C1 (configuration not stated)
 : -5	-8	7	9	-21	-6	-8	-2	-8	-11
> Cc1ccc2c(cnn2C(=O)CCCC(=O)NCc2ccc(Cl)cc2)c1
 : -3	-1	1	-2	-9	-3	-22	-1	-1	-3
> O=c1c(Cl)c(N/N=C/c2ccc(Cl)cc2)cnn1-c1ccccc1
 : -9	24	2	-3	-30	-7	13	-18	-38	-48
> O=[N+]([O-])c1ccc(CSc2nnc(-c3cccnc3)o2)cc1
 : -3	-12	0	-1	5	-2	0	5	3	-1
> COc1ccc(Cl)cc1S(=O)(=O)n1ccnc1
 : 3	-5	5	1	-2	-2	-1	1	1	-6
> O=C1CCCC2=C1C(c1ccccc1)C1C(=O)c3ccccc3C1=N2 (configuration not stated)
 : -6	14	-7	-10	-4	-1	16	2	5	1
> CCOC(=O)C1(CCCc2ccccc2)CCN(C(=O)CN2C(=O)CSC2=O)CC1
 : 1	-10	2	-1	2	-1	-22	-1	2	-2
> Oc1cccc(C(=S)N2CCC(Cc3ccccc3)CC2)c1
 : 12	7	-5	-3	6	1	12	-6	0	-5
> Cc1nn(CCO)c2c1C(=O)CCC2
 : 4	-6	-2	0	-6	-3	4	5	-1	-1
> CCOc1ccc(NC(=O)c2cc(F)c(F)cc2Cl)cc1OCC
 : -8	-14	2	-5	2	-1	-2	0	-1	2
> CCN1CCN(C(c2ccccc2)c2sc3nc(C)nn3c2O)CC1 (configuration not stated)
 : -5	-10	-2	4	-2	-3	3	1	0	1
> COc1ccc(S(=O)(=O)N2CCCCCC2)cc1Br
 : -6	-1	4	1	3	-2	2	3	1	-6

(further entries)
Results follow in this order: TDP2 inh	ARFGAP1 inh	DDE Tn7 FP inh	Tn6 DDE FP	ADAM10 inh	ADAM17 inh	ASAP1 GAP inh	SIAE inh	PLCg1 inh	PLC-beta3 inh
> Cc1ccc2cc(CCNC(=O)c3ccc(S(=O)(=O)N4CCOCC4)cc3)c(=O)[nH]c2c1
 : 0	-4	4	13	-2	1	5	5	0	-3
> O=C(Cn1ccc2cc(S(=O)(=O)N3CCCC3)ccc21)NCc1ccccc1
 : -2	-1	-4	2	8	4	-12	1	0	-1
> C/C(=N\NC(=O)CNc1ccccc1Cl)C(C)(C)C
 : -7	3	4	2	-3	-2	-6	11	-4	-1
> O=C(c1ccc(CN2CCc3ccccc3C2)cc1)N1CCc2ccccc2C1
 : 10	-1	-4	-3	2	0	-19	0	0	-3
> c1ccc(-c2c[nH]c3ccc(OCCN4CCOCC4)c(-c4ccccc4)c23)cc1
 : -6	/	-1	-7	-13	-4	/	2	-5	-3
> CC1CC(C)CN(CCCNC(=O)CN2C(=O)CSc3ccc(S(=O)(=O)N4CCCCC4)cc32)C1 (configuration not stated)
 : -11	-8	-3	2	-1	10*	-8	0	8	-7
> O=[N+]([O-])c1cc2c(c(CSc3ncccn3)c1)OCOC2
 : 4	6	-3	-3	5	0	-3	1	1	-1
> CC(=O)Nc1sc(C)c(C)c1C(=O)OCC(=O)Nc1ccc(S(N)(=O)=O)cc1
 : 1	10	-1	9	-5	-4	-5	-17	-4	-2
> COc1ccc(-c2cnc3nc(/N=C/N(C)C)nn3c2/N=C/N(C)C)cc1
 : -8	11	-5	-3	-33	-13	1	5	-74	-79
> Cc1cccc(OCCC(=O)NCC(=O)Nc2cccc(C)c2C)c1
 : -2	-1	1	3	4	1	1	11	3	-2
> COCCNC(=O)/C(C#N)=C/c1ccc2c(c1)OCO2
 : 1	4	-7	6	-7	-6	-10	7	-2	-3
> CC(C(=O)N1CCCC1)N1CCN(c2ccccc2O)CC1 (configuration not stated)
 : 11	14	-10	3	4	0	-7	10	4	-6
> CCNc1oc(/C=C/c2ccc(OCC)cc2)nc1C#N
 : 3	6	5	-5	-281	-106	6	7	-320	-353
> O=C(Nc1ccc(O)c(-c2nc3ccccc3o2)c1)C1(c2ccc(Cl)cc2)CCCC1
 : -8	-4	1	-7	13	1	-14	-20	-15	-16
> CCOC(=O)[C@]12CCCC=C1N(CCC1=CCCCC1)C(=O)[C@H](CC(=O)N1CCC(c3ccccc3)CC1)C2
 : -9	5	-12	-6	9	3	-4	-3	0	2
> COc1ccc(S(=O)(=O)NCCN2CCOCC2)cc1Br
 : 10	3	-3	-3	2	-2	11	-2	-1	-6
